Bioassay records: PubChem, National Center for Advancing Translational Sciences (NCATS)
Luciferase inh: qHTS Assay for Inhibitors of Firefly Luciferase. Luciferin 4-monooxygenase (Photinus pyralis), P08659. purified firefly luciferase, luminescence, 8 min. Potency, µM (highest dose often 57.1 µM), inactives show at the top dose activity change, negative = inhibition, usual class: inhibitors. 72,000 tested, 2.2% active; also: potency is read from the fitted curve at half-maximal effect; % is scaled to controls: 0 for no effect and ±100 for the full control effect; nearly all actives have a fitted effect of over 40% in size
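Compounds were tested as concentration series (qHTS) against purified P. pyralis luciferase with luciferin and 10 uM ATP in 50 mM imidazole pH 7.2, 50 mM KCl, 7 mM MgCl2, 0.01% Tween 20, 0.05% BSA. Luminescence was read after 8 min at ambient temperature.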
Casp7 inh: qHTS Assay for Allosteric/Competitive Inhibitors of Caspase-7; P55210; recombinant caspase-7, Ac-DEVD-AFC fluorescence rate; Potency, µM (doses to about 57.5 µM), inactives show at the highest dose activity change, negative = inhibition, actives largely listed as inhibitors; 75,000 tested, 0.02% active; AID 889, 2007; active = well fitted inhibition curve with a large enough effect in the main read-out, with a control signal flat, not every such curve was filed as active; inconclusive = small, poorly fitted or top-dose-only effect, or a change in a side signal; also: potency is read from the fitted curve at half-maximal effect; % of control where 0% means no effect
Target sequence (P55210 24-198 limits assumed): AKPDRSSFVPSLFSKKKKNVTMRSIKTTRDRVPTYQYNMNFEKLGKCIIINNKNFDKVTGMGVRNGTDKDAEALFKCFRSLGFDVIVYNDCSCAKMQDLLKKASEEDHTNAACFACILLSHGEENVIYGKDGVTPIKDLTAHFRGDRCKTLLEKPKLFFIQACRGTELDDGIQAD
Target sequence (P55210 207-303 limits assumed): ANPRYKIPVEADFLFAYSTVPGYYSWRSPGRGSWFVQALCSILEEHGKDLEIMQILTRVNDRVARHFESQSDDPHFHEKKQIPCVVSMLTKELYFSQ
Fluorescein autfl: qHTS Assay for Spectroscopic Profiling in Fluorescein Spectral Region; Compound autofluorescence, 480/540 nm, fluorescein-equivalent; active compounds read high; max fluorescein-equivalent concentration, M; 59,000 tested, 0.91% active; in the data active = max fluorescein-equivalent concentration above about 10 nM; inconclusive = between about 1.1 nM and that limit
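Autofluorescence profiling; 100 mM Tris, pH 8.0; incubation 15 min at RT; ex/em 480/540 nm; result as fluorescein-equivalent concentration.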
Caspase-1 inhib: qHTS Assay for Allosteric/Competitive Inhibitors of Caspase-1. Caspase-1 enzyme, Ac-WEHD-AFC fluorogenic rate. P29466. Potency, µM (top dose mostly 57.5 µM), for inactives: at the top dose activity change, negative = inhibition, usual class: inhibitors. 75,000 tested, 0.03% active. AID 900, 2007;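 also: potency is read from the fitted curve at half-maximal effect; plate controls were vehicle for no effect and no substrate for full effect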
Target sequence (P29466 120-297 limits assumed): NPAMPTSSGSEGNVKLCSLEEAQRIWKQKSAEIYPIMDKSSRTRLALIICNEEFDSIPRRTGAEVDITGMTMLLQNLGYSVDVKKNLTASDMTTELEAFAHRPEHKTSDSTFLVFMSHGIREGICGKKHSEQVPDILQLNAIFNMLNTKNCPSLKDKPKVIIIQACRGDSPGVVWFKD
Target sequence (P29466 317-404 limits assumed): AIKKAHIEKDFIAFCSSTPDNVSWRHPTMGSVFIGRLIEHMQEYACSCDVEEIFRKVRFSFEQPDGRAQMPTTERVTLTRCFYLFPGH
Texas Red fluor: qHTS Assay for Spectroscopic Profiling in Texas Red Spectral Region | 59,000 tested, 0.06% active | max dye-equivalent concentration, M | AID 587, 2007 | Compound fluorescence, Texas Red channel, 547/618 nm; active compounds read high; in the data active = max dye-equivalent concentration above about 10 nM; inconclusive = between about 1.1 nM and that limit
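Compound titrations in 100 mM Tris pH 8.0 were incubated 15 min at room temperature and read at 547 nm excitation / 618 nm emission. Texas Red six-point standard curve on each plate converted fluorescence to dye-equivalent concentration.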
Tau fil binding: qHTS Assay for Tau Filament Binding; recombinant tau filaments, thioflavin S fluorescence, 15 h; filaments grown with octadecylsulfate alongside compound; AID 596, 2007; Potency, µM (titrated, usually from 57.1 µM), inactives show at the highest dose activity change, negative = inhibition; 71,000 tested, 2% active;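 also: potency is read from the fitted curve at half-maximal effect; % is scaled to controls: 0 for no effect and ±100 for the full control effect; actives lower thioflavin S fluorescence by blocking filaments or displacing dye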
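Assay mix: 1 uM His-tagged tau, 30 uM sodium octadecylsulfate, thioflavine S dye in HEPES/NaCl/DTT buffer. Compound is added prior to the inducer. Fluorescence after 15 h at 37 C.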
HADH2 inhib: qHTS Assay for Inhibitors of HADH2 (Hydroxyacyl-Coenzyme A Dehydrogenase, Type II). 3-hydroxyacyl-CoA dehydrogenase type-2 (Homo sapiens), Q99714. Potency, µM (series often up to 57.1 µM), for inactives: at the top dose activity change, negative = inhibition, usual class: inhibitors. recombinant HADH2, NADH fluorescence, beta-hydroxybutyryl-CoA. 73,000 tested, 3.4% active; also: potency is read from the fitted curve at half-maximal effect; % is scaled to controls: 0 for no effect and ±100 for the full control effect; nearly all actives have a fitted effect of over 60% in size; many of its hits are not listed in these tables
Target sequence (Q99714 whole entry, looked up, one chain of several): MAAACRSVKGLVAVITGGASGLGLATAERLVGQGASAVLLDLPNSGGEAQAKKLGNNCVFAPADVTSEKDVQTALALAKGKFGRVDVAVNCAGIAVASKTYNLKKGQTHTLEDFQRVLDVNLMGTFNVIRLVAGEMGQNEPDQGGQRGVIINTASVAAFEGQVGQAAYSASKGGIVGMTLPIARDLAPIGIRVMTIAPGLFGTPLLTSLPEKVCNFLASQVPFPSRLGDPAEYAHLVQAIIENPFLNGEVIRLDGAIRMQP
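Read-out: 360 nm excitation, 450 nm emission, kinetic over 4 min. Conditions: His-tagged human HADH2 20 nM, pH 9.0 Tris with Tween-20, 1 mM NAD+, 90 uM beta-hydroxybutyryl-CoA.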
ERK AVP block: qHTS Assay for Inhibitors of the ERK Signaling Pathway using a Homogeneous Screening Assay | HEK293-V1b, vasopressin-stimulated pERK AlphaScreen | Potency, µM (series often up to 57.5 µM), inactives show at the top dose activity, negative = inhibition, actives largely listed as inhibitors | 72,000 tested, 0.99% active; also: potency is read from the fitted curve at half-maximal effect; % is scaled to controls: 0 for no effect and ±100 for the full control effect; nearly all actives have a fitted effect of over 55% in size
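Phosphorylated ERK1/2 detected via AlphaScreen bead proximity in lysates of V1b-expressing HEK293 cells given 25 nM vasopressin for 5 min after 30 min compound exposure (37 °C). AC50 from Hill equation; basal DMSO 0%, vasopressin 100%.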
HEK293 cAMP cs: qHTS Assay for Agonists of the Thyroid Stimulating Hormone Receptor: Activators of Intracellular cAMP Concentrations in Parental HEK 293 | parental HEK293 CNG cAMP sensor, membrane potential fluorescence | Potency, µM (top dose mostly 57.1 µM), without a hit: at the top dose activation, usual class: activators | 73,000 tested, 2.5% active | AID 938, 2007; also: potency is read from the fitted curve at half-maximal effect; % of control where 0% means no effect; nearly all actives have a fitted effect of over 55% in size
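Parental HEK 293 cells stably expressing a cAMP-gated CNG channel were loaded with membrane potential dye containing 100 uM RO 20-1724 for 60 min. Compound added for 30 min; depolarization read as fluorescence intensity at 590 nm.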
USP2a inh: qHTS Assay for Inhibitors of Ubiquitin-specific Protease USP2a | Potency, µM (doses to about 38.3 µM), without a hit: at the top dose activity change, negative = inhibition, actives largely listed as inhibitors | 60,000 tested, 0.1% active | AID 927, 2007 | USP2a enzymatic assay, qHTS inhibition | Ubiquitin carboxyl-terminal hydrolase 2 (Homo sapiens), O75604;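 also: potency is read from the fitted curve at half-maximal effect; nearly all actives have a fitted effect of over 60% in size; plate controls were DMSO for no effect and NEM full inhibition control for full effect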
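20 nM USP2 core + cpd, 30 min RT; add 20 nM Ub-PLA2/20 uM NBD C6-HPC; read Ex460/Em535 at 0 h and 2.5 h. Normalized to NEM; qHTS curve fit/classification.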
Rhodamine fluor: qHTS Assay for Spectroscopic Profiling in Rhodamine Spectral Region | 59,000 tested, 0.05% active | Rhodamine-region fluorescence, 547/598 nm, Tris buffer; active compounds read high | AID 594, 2007 | max dye-equivalent concentration, M; in the data active = max dye-equivalent concentration above about 11 nM; inconclusive = between about 1.1 nM and that limit
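Steps: pin-transfer compounds into pH 8.0 Tris (100 mM), hold 15 min at room temperature, image with a 547/598 nm filter pair, and convert intensities to rhodamine-equivalent concentration using a six-point on-plate rhodamine series.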
Active calls of the source: *; i = inactive; ? = inconclusive; nt = not tested or not shown; & = joins results of further samples; [ ] = dose if it differs, or a comment. Unless noted, calls follow the shape of the dose curve; as a rule, active = well fitted curve in the direction sought with a large enough effect; inconclusive = small, poorly fitted or top-dose-only effect, or another doubt; inactive = no such curve, though single readings can be large; an effect the other way counts as inactive or inconclusive.

SMILES	Luciferase inh	Casp7 inh	Fluorescein autfl	Caspase-1 inhib	Texas Red fluor	Tau fil binding	HADH2 inhib	ERK AVP block	HEK293 cAMP cs	USP2a inh	Rhodamine fluor
CCNc1ncc2ncc(=O)n(C)c2n1	2%[11.4 µM]	?	i	nt	i	-2%	57%[activator]	-12%	9%	?	i
O=c1[nH]c2cc([N+](=O)[O-])c([N+](=O)[O-])cc2[nH]c1=O	-2%&5%	-1%	i	-4%	i	?	-14%&-9%	4%	3%	-1%	i
O=C(NCc1ccccc1)c1cnsn1	0%	1%	?	0%	i	9%	-2%	-21%	0%	2%	i
Cc1cc(C)nc(NS(=O)(=O)c2ccc(NC(=O)c3ccc4c(c3)OCO4)cc2)n1	-1%	0%	nt	-1%	nt	1%[11.4 µM]	0%[11.4 µM]	-14%	3%[11.4 µM]	-20%[7.66 µM]	nt
C=CCn1c(SCC(=O)c2cccs2)nc2sc(CC)cc2c1=O	-10%	-6%	nt	1%	nt	123%	-3%	?	16µM*	-17%	nt
O=C(CCCc1ccccc1)NCCN1CCOCC1	2%	0%	nt	-1%	nt	0%	7%	3%	1%	-1%	nt
CC(=O)[C@@]1(N=Nc2ccc(S(N)(=O)=O)cc2)CCOC1=O	1%[11.4 µM]	2%[11.5 µM]	i	-1%[11.5 µM]	i	9%[11.4 µM]	-8%[11.4 µM]	-23%[11.5 µM]	-3%[11.4 µM]	nt	i
CCC(Sc1nnc(-c2ccc(C)c(Cl)c2)n1CC)C(=O)Nc1nccs1 (configuration not stated)	0%	-8%	i	-2%	i	-7%	3%	-28%	?	27%	i
O=C(c1ccncc1)N1CCC2(CC1)CN(c1ccncc1)C2	-1%[11.4 µM]	0%	?	-7%	i	0%	?	-3%	2%	3%	i
COc1ccccc1CNC(=O)c1ccc(S(=O)(=O)N(C)C)cc1	1%	0%	i	3%	i	4%	6%	-14%	-4%	4%	i
Cc1cc(C)n(C(=O)C(C)N2C(=O)c3ccccc3C2=O)n1 (configuration not stated)	0%	0%	?	-1%	i	5%	-2%	-1%	?	43%[activator]	i
Cc1cc2cc(CNC(=O)NC3CCCCC3)ccc2[nH]1	-6%	-1%	i	-3%	i	-20%	4%	23%	11%	18%	i
CCOC(=O)c1cccc(NC(=O)CN2C(=O)C3C4C=CC(C4)C3C2=O)c1 (configuration not stated)	1%	2%	i	-1%	i	-4%	4%	21%	2%	4%	i
CCSc1nnc2c(Cl)cc(Cl)cn12	3%	-4%	i	0%	i	-6%	10%	-23%	3%	-1%	i
COc1ccc(CCN=C2SCC(=O)N2C)cc1OC	1%	-2%	nt	2%	nt	0%	-3%	-11%	10%	nt	nt
CCOc1ccc(C2=Nn3c(nnc3-c3ccc(OC)cc3)SC2)cc1	-1%	-3%	?	-3%	?	242%	-2%	?	?	21%	i
C=CCSC1=C(C#N)C(c2ccccc2OC)CC(=O)N1 (configuration not stated)	0%	3%	i	2%	i	0%	-9%	?	?	-3%	i
O=C(O)c1nn(-c2ccccc2)nc1-c1nn(-c2ccccc2)nc1C(=O)O	-1%	-3%	nt	-1%	nt	-6%	-9%	4%	?	-3%	nt
CSc1ccccc1NC(=O)CN(Cc1ccccc1)S(C)(=O)=O	0%	1%	i	1%	i	-12%	9%	-11%	11%	8%	i
CCOC(=O)C1CCCN(C(=O)c2sc3nc(-c4ccccc4)cn3c2C)C1 (configuration not stated)	-2%	2%	i	0%	i	13%	-5%	9%	11%	9%	i
O=C(c1ccccc1)c1ccc(N2CCNCC2)cc1	-2%	0%	?	-3%	i	2%	-26%	12%	?	32%[activator]	i
CC1(C)CC(=O)c2sc(NS(C)(=O)=O)nc2C1	-1%	-1%	i	-7%	?	13%	-8%	-3%	2%	-3%	i
CCOC(=O)NC(CC(=O)O)c1ccc(OCC)cc1 (configuration not stated)	2%	0%	i	-1%	i	6%	5%	9%	18%	-2%	i
N#C/C(C(=O)N1CCOCC1)=C1\Nc2ccccc2S1	-16%	-2%	i	1%	i	1%	-20%	-18%	-5%	-7%	i
COc1ccc(CCNC(=O)c2noc3c2CCCC3)cc1OC	-1%	0%	i	0%	?	0%	-1%	10%	5%	12%	i
O=C(NCc1ccco1)C1CCC(CNS(=O)(=O)c2cccc3cccnc23)CC1 (configuration not stated)	-2%	-1%	nt	-2%	nt	13%	-8%	-16%	1%	nt	nt
COC(=O)CCC(=O)Nc1ccc(NC(C)=O)cc1	0%	0%	?	1%	i	-10%	8%	-6%	1%	8%	i
COc1ccccc1-c1nc(NCc2ccccc2)c2ccccc2n1	0%[2.29 µM]	-2%	?	-1%	i	4µM*	4%	?	?	29%	i
COCCCNc1oc(-c2ccccc2F)nc1C#N	-13%	-1%	nt	-1%	nt	11%	32µM*	5%	-1%	nt	nt
COc1ccc2[nH]c(=O)c(CN(C(C)=O)C3CCCCC3)cc2c1	0%	-1%	?	-1%	i	5%	-27%	-23%	0%	12%	i
c1ccc(CSc2nncn2-c2ccccn2)cc1	2%	8%	?	0%	i	5%	0%	-13%	3%	-3%	i
CN(C)S(=O)(=O)N1CCN(S(=O)(=O)c2ccc(F)cc2)CC1	0%	0%	i	3%	i	9%	16%	-17%	6%	2%	i
CC(=O)Oc1cc(C(F)(F)F)ccc1C(=O)O	8%[25.5 µM]	2%[25.7 µM]	?	0%[25.7 µM]	i	-12%[25.6 µM]	-22%[25.6 µM]	-2%[25.7 µM]	27%[25.6 µM]	45%[activator][17.1 µM]	i
O=C(c1ccncc1)N1CCC2(CC1)CCN(c1ccccc1)CC2	1%[11.4 µM]	2%	i	1%	i	11%	5%	-21%	-8%	-13%	i
CCOc1cccc(C2c3c(oc4cc(C)c(C)cc4c3=O)C(=O)N2CCCN(C)C)c1 (configuration not stated)	1%	-3%	nt	1%	nt	13µM*	-8%	-2%	-1%	nt	nt
CC(=O)Nc1ccc(-c2nc(C)c(C(C)=O)n2O)cc1	-24%	0%	?	-2%	i	-11%	-14%	-10%	29%	-5%	i
COc1ccc(NC(=O)c2oc3ccccc3c2NC(=O)c2ccc(OC)c(OC)c2)c(OC)c1	-25%	-2%	?	0%	i	4%	11%	-15%	1%	-7%	i
CC(C)=CCC(C)(C)C1OCCN1C(=O)c1ccccc1 (configuration not stated)	-1%	-1%	nt	-4%	nt	-8%	-5%	11%	?	2%	nt
NC(=O)CSc1ncc(-c2ccccc2)[nH]1	6%	0%	i	-1%	i	3%	-3%	-29%	-18%	-4%	i
COc1ccccc1CNc1nc(-c2ccccc2CN(C)C)nc2ccccc12	1%[2.29 µM]	-1%	?	-2%	i	170%	14%	21%	?	-15%	i
CCCNC(=O)c1[nH]c(C)c(C(C)=O)c1C	-1%	0%	i	1%	?	4%	-2%	22%	4%	1%	i
COC(=O)CCCC(=O)OC	nt	1%	nt	-3%	nt	3%	6%	-3%	?	nt	nt
CCCNC(=O)C1=C(C)C(=O)OC12CCC(C)CC2 (configuration not stated)	-1%	-3%	nt	-1%	nt	-19%	-1%	-15%	19%	nt	nt
COc1ccc(Cc2nnc(SCC(=O)N3CCc4ccccc4C3)o2)cc1	1%	-7%	?	-6%	?	-13%	-21%	13%	?	10%	i
O=C(COc1ccc(F)c(Cl)c1)c1ccc[nH]1	-8%	-7%	i	-1%	?	-12%	-11%	?	0%	18%	i
CC(C)C1N=C2c3ccccc3N=C(SCC(=O)c3ccc(O)c(O)c3)N2C1=O (configuration not stated)	1%	-7%	i	-1%	i	-3%	-15%	4%	0%	14%	i
COc1ccc(C(=O)N2CCC3(CCN(Cc4nccs4)CC3)CC2)cc1	2%[11.4 µM]	1%	i	1%	i	3%	-2%	-2%	3%	10%	i
Cc1[nH]nc2nc3c(c(OC(=O)c4ccccc4)c12)c(=O)n(C)c(=O)n3C	3%	-1%	nt	0%	nt	-7%	11%	-7%	3%	nt	nt
O=C(CSc1nnc(-c2ccco2)o1)c1ccc(F)c(F)c1	-1%	-2%	?	-3%	i	-13%	4%	5%	12%	6%	i
O=C(O)C1C2CCC(O2)C1C(=O)NCCC1=CCCCC1 (configuration not stated)	0%	1%	i	0%	i	9%	9%	29%	5%	10%	i

An excerpt; count on the stated rates, not on these rows.
